EphB4 antag: EphB4-ephrin-B2 interaction antagonism | P54760 | EphB4 LBD / TNYL-RAW-Alexa532 peptide, fluorescence polarization | inhibition, % at 7 µM | 0.15% of 97,000 active | AID 720;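 active = inhibition above the screen-wide mean inhibition plus 3 SD, cut at about 15% in these data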;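 note: 0% = DMSO wells and 100% = excess unlabeled TNYL-RAW peptide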
CYP2C19 inhib: inhibitors of human CYP2C19; CYP2C19 Supersomes, luciferin-H EGE luminescence, 30 min; 21% of 96,000 active; inhibition, % at 5 µM;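 active = CYP2C19 inhibition above a set limit at 5 µM in the primary screen, cut at about 50% in these data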;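 note: plate controls were negative control wells for no effect and 2.5 mM tranylcypromine positive control for full effect; values of inactives mirror those of a sister screen read the other way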
CYP2C9 inh: blocks human cytochrome P450 2C9; AID 777; inhibition, % at 5 µM; CYP2C9 Supersomes, luciferin-H conversion, luminescence; P11712; 20% of 96,000 active;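 active = blocking of liver enzyme CYP2C9 beyond about 50% at 5 µM, limit read from the data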; note: values of inactives mirror those of a sister screen read the other way
Target sequence (P11712 whole entry, looked up): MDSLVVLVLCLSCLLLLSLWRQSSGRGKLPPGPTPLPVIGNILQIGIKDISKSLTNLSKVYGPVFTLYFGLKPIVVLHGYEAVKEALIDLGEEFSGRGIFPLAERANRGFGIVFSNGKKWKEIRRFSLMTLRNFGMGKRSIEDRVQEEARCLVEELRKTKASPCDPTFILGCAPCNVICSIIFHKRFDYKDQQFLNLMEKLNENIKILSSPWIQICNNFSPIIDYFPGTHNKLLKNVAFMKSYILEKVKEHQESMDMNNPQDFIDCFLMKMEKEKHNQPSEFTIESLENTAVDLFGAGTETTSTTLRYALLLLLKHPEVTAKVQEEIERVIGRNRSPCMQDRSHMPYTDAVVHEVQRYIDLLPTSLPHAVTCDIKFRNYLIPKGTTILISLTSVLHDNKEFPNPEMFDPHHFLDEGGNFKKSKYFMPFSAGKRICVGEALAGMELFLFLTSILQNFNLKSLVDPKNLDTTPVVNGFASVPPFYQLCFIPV
PLAP act: human PLAP activation; P05187; purified PLAP enzyme, luminescent substrate read-out; active compounds read high; activation fold at 20 µM; 1.2% of 96,000 active; in the data active = activation fold above about 2
PTK2B oligo ant: blocks oligomerization of human Pyk2 in cells; Q293 cells, Pyk2 FERM NanoBiT luminescence; active compounds read low; z-score (the deposit names both 25 µM and 10 µM); 0.83% of 99,000 active;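 active = Z-score of -3 or lower, scaled per plate to the spread of control and sample wells; inactive = z-score above -3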;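 note: negative z-score means lost luminescence so less FERM oligomerization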
E coli WT exp: E. coli BW25113 growth inhibition, expanded screen; 0.15% of 98,000 active; OD600 absorbance; AID 710; growth inhibition, % at 100 µM;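 active = growth inhibition above about 50% at one test dose, limit read from the data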;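 note: growth measured after 20 h incubation at 37 °C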
CYP2C19 act: increases human CYP2C19 enzyme activity; 96,000 tested, under 10 active; recombinant CYP2C19, luciferin-H EGE luminescence; active compounds read high; 0 = fully inhibited enzyme, 1 = untreated enzyme; activation factor at 5 µM; AID 1025; P33261;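 active = activation factor of at least 2 at 5 µM in the primary screen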;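 note: 0 = wells with 2.5 mM tranylcypromine and 1 = vehicle-only wells; values of inactives mirror those of a sister screen read the other way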
CYP2C9 activ: increases human cytochrome P450 2C9 activity | P11712 | activation factor at 5 µM | 1.4% of 96,000 active | AID 1024 | recombinant CYP2C9, luciferin-H conversion, luminescence; active compounds read high; factor 1 = untreated enzyme, 0 = blocked;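 active = activation factor of 2 or more for CYP2C9 at a 5 µM dose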;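 note: 0 = sulfaphenazole-blocked wells and 1 = vehicle-only wells; values of inactives mirror those of a sister screen read the other way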
PostGolgi yeast: growth inhibition of a yeast mutant, post-Golgi transport screen | AID 739 | post-Golgi transport phenotypic cell assay | inhibition, % at 10 µM | 0.9% of 98,000 active; in the data active = inhibition above about 30%;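 note: yeast cells grown in 1536-well plates; yeast grown about 18 h at 30C before absorbance read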
An asterisk follows results filed as active; x = no result given.

smiles	PTK2B oligo ant	E coli WT exp	PostGolgi yeast	CYP2C19 act	CYP2C9 activ	CYP2C9 inh	PLAP act	CYP2C19 inhib	EphB4 antag
C/C=C/CSc1nc2c(c(=O)[nH]c(=O)n2C)n1Cc1ccc(C)cc1	x	-1.0	-3.6	1.1	1	-2.7	1.3	-14.1	-4.0
COc1cc(C(=O)O/N=C2/C=CC(=O)C(C)=C2C)cc(OC)c1OC	-0.11	7.0	-1.3	0.9	0.6	40.9	0.9	8.7	-0.5
O=P(O)(O)C(O)C(F)(F)C(F)(F)C(F)(F)C(F)F (stereo not drawn)	-0.29	-5.0	1.6	1.2	0.9	7.6	1	-16.1	-5.5
Cc1cc(=O)oc2cc(OCC(=O)OCC(=O)NCc3ccc4c(c3)OCO4)ccc12	-0.67	5.0	-0.3	0.6	1.6	-63.0	1	39.0	2.2
O=C(Nc1ccc(N2CCOCC2)c(Cl)c1)c1ncn[nH]1	-0.92	-8.0	1.1	1	0.9	6.0	1.2	4.1	1.7
Cc1nc2ccccc2cc1C(=O)NCc1ccco1	0.97	x	x	0.8	1.1	-5.1	1.2	16.3	-2.6
COCc1nc(-c2ccc(-c3ccc(C)cc3)nc2OC)no1	-1.36	-4.0	6.0	1	1.2	-15.2	1	-3.9	-3.6
CCCc1nc2scc(-c3ccc(C)cc3)c2c(=O)n1N	1.71	-3.0	0.9	0.6	0.7	27.6	0.9	43.4	-2.7
C=CCSc1nnc(Cc2cc(=O)[nH]c(=O)[nH]2)n1-c1cc(C)ccc1C	1.27	6.0	2.9	1.1	1.1	-10.7	1.2	-12.2	0.1
COc1cc(/C=C2\SC(c3ccc(C)cc3)=NC2=O)ccc1O	-1.13	-3.0	-2.8	0.6	0.9	12.8	0.7	36.7	-8.4
Cc1nnc(SCc2ccccc2)n1N	0.15	7.0	0.5	1.1	1.1	-11.7	1.2	-13.5	x
CCOC(=O)C1CCCN(Cc2cc(Br)ccc2OC)C1 (stereo not drawn)	1.14	-1.0	2.0	0.2	0.4	63.0*	1.4	78.8*	x
O=S(=O)(N1CCCCC1)N1CCN(c2ccc(F)cc2)CC1	-0.69	-2.0	2.8	0.4	0.6	44.1	1	57.5*	2.2
O=C(CN1CCN(C(=O)c2cccc(F)c2)CC1)NC1CCCCC1	x	0.0	-12.4	1	1.1	-11.6	1.1	0.6	4.2
CCCCNC(=O)c1onc(CSc2ccc(C)c(C)c2)c1C(=O)O	x	-9.0	-6.8	0.9	0.2	82.8*	1.1	13.6	-3.5
COC(=O)CSc1nnc(CCc2nc3ccccc3[nH]2)n1C	0.66	3.0	-0.3	x	x	x	x	x	-3.6
Cc1cc(C)cc(N(C(=O)c2ccc3c(c2)OCO3)C2C=CS(=O)(=O)C2)c1 (stereo not drawn)	-0.44	-7.0	5.8	0.5	1.1	-12.7	0.8	53.5*	0.6
COc1ccc(Nc2nc(C)cc(=O)[nH]2)cc1	-0.14	7.0	-2.5	1.1	0.9	10.5	1	-12.0	2.2
CCOC(=O)c1cn(-c2ccc(F)c(F)c2)c2c(F)c(F)c(F)c(F)c2c1=O	x	-1.0	-1.9	0.9	1	-0.9	1	12.3	-1.4
COC(=O)c1ccccc1S(=O)(=O)N(Cc1cc2cc3c(cc2[nH]c1=O)OCO3)C1CCCCC1	x	-1.0	-2.8	0.8	0.5	46.9	0.8	23.4	4.1
O=C(Nc1ccc2c(c1)OCO2)C1CCN(S(=O)(=O)c2ccc3c(c2)OCCO3)CC1	0.45	-7.0	-13.9	1.1	1.2	-24.6	0.9	-6.0	-4.2
CCOc1cc(CNCCO)cc(Br)c1OCc1cccs1	0.83	11.0	-10.8	0.6	1	4.5	1.2	44.7	-1.1
Cc1cc(C2C(C#N)=C(N)OC3=C2C(=O)CC(C)(C)C3)c(C)s1 (stereo not drawn)	-1.81	8.0	0.9	0.6	0.7	33.8	0.9	38.2	3.1
Cc1ccc(S(=O)(=O)c2c(N)n(C)c3nc4ccccc4nc23)cc1	-1.07	0.0	4.3	0.5	0.9	14.2	0.9	47.7	2.6
O=C1c2ccccc2C(=O)N1CC(=O)N1c2ccccc2Sc2ccccc21	-0.56	-13.0	0.0	0.8	0.9	11.5	1	15.5	-5.3
O=C(O)c1oc2ccccc2c1CN1CCN(c2ccccc2)CC1	0.54	-9.0	9.9	1.1	1.2	-19.0	1.2	-9.5	0.2
COc1ccc(NC(=O)C2CCCN(S(=O)(=O)c3cccs3)C2)cc1OC (stereo not drawn)	0.69	2.0	-3.9	0.8	0.7	31.0	0.8	23.8	1.8
C=CCNC(=O)C1CC(=O)N(c2ccc(OCC(=O)Nc3ccccc3)cc2)C1 (stereo not drawn)	4.4	-4.0	-6.3	0.8	0.4	55.1*	0.8	18.7	3.6
C=CCNC(=O)C1CC(=O)N(c2ccc(C)cc2)C1 (stereo not drawn)	x	-1.0	0.4	0.7	1	-1.8	1	32.8	-0.6
c1ccc(NCc2nc(-c3ccccc3)no2)cc1	-0.72	11.0	-13.0	0.1	0.2	76.5*	0.6	87.4*	3.5
CCOCCCNC(=O)C1CCCN1S(=O)(=O)c1ccc(Cl)cc1 (stereo not drawn)	-0.07	6.0	-2.7	1	1.3	-32.1	0.9	-2.9	8.5
O=C(Cc1ccccc1)NCCCc1ccccc1	0.96	1.0	-4.7	0.3	0.6	36.3	1.1	67.7*	-0.3
COC(=O)CC(=O)CSc1nc2c(cc1C#N)CCCCC2	-0.11	-6.0	3.7	0.4	0.2	76.2*	0.8	62.1*	-5.0
Cc1ccc(N2CCN(c3ccc(C)cc3)C2c2cccnc2)cc1	-1.44	-5.0	13.4	0.2	0.7	34.5	1.2	76.5*	-4.0
O=C(/C=N/O)NCCN1CCCCC1	2.13	-2.0	6.8	1	1.3	-26.2	0.9	-0.5	-8.5
CCc1ccc2c(c1)cc(CN(C(=S)Nc1cccc(C)c1)C1CC1)c1nnnn12	-0.06	-11.0	3.3	1	0.3	67.6*	0.8	0.7	1.5
Cc1cccc(OCCCC(=O)Nc2ccc(N3CCCCC3)cc2)c1C	2.65	-1.0	2.6	1	0.9	8.5	1	-1.3	0.3
O=C(NCc1cccnc1)c1ccc(S(=O)(=O)N2CCCCC2)cc1	1.37	2.0	-7.0	0.4	0.5	46.8	0.9	61.3*	-10.0
C=C(C)c1ccc(C(C)(C)NC(=O)NCc2ccco2)cc1	0.85	2.0	-2.5	0.1	0.2	80.8*	1	90.5*	-5.0
COc1ccc(Nc2ccc3nnc(-c4ccc(Br)cc4)n3n2)cc1	x	1.0	1.6	1.2	0.7	34.0	0.9	-15.4	7.0
CCn1nc(C)c(/C=N/NC(=O)c2ccoc2C)c1C	1.71	0.0	-2.7	0.6	0.9	14.3	1.1	38.7	3.4
O=c1[nH][nH]c(-c2ccccc2)c1C=Nc1ccc(Cl)cc1	0.72	-4.0	4.3	0.6	0.8	23.0	1.1	37.8	-0.3
COc1ccc(NC(=O)COC(=O)c2c(-c3ccccc3)noc2C)cc1	-0.54	-7.0	4.1	0.5	0.7	27.0	1.1	52.8*	-2.1
Cc1cc(C)c(C)c(S(=O)(=O)ON2C(=O)c3ccccc3C2=O)c1C	0.56	-2.0	-1.6	0.8	1	-4.2	0.9	23.4	-4.8
O=C(Nc1ncccn1)C1CCCN1S(=O)(=O)c1ccc(Cl)c(Cl)c1 (stereo not drawn)	0.69	-3.0	-3.3	1	1.1	-6.5	1	3.2	-0.5
CN(C(=O)COc1cccc(Br)c1)C1CCS(=O)(=O)C1 (stereo not drawn)	0.7	4.0	-4.2	0.9	1	1.2	1	10.8	8.6
CCc1cc2c(=O)c(-c3nc4ccccc4n3C)c(C)oc2c(CN2CCOCC2)c1O	1.57	2.0	11.3	1	0.7	31.8	1.5	-3.6	2.7
CCOC(=O)c1cnc(SCC(=O)c2ccc(Cl)cc2)nc1N	1.15	0.0	-3.8	1	0.9	11.6	0.9	-1.4	3.3
O=C(NCCN1CCc2ccccc2C1)C1CCN(S(=O)(=O)N2CCC3(CC2)OCCO3)CC1	-0.17	2.0	2.5	0.9	0.9	9.7	1.3	7.3	4.1
C/C(NC(=O)c1cccs1)=C1\C(=O)C[C@@H]2[C@H]1C2(C)C	0.16	-6.0	1.7	0.6	0.8	17.2	0.9	39.0	0.4
CCOC(=O)c1[nH]c2ccc(OC)cc2c1NC(=O)CN1CCC2(CC1)OCCO2	-0.29	3.0	-0.6	0.6	0.9	11.9	1.4	35.2	-2.8
Nc1c(C(=O)Nc2ccccc2F)sc2nc(Cc3ccccc3)cc(C(F)(F)F)c12	0.5	-23.0	17.7	1.1	0.9	7.0	1.3	-11.0	-2.9
CCOc1ccc(C(=O)N(Cc2ccc(OC)cc2)Cc2cc3cc(OC)ccc3[nH]c2=O)cc1	-1.94	-3.0	-1.6	1	1	-1.0	0.9	-3.3	-7.6
CCOc1ccccc1CNC(=O)C1CCN(c2nc3ccccc3o2)CC1	1.07	5.0	-4.3	0.8	1	-2.2	1	24.4	-17.7
Cc1cc(C)n(-c2ccc(C(=O)OCC(=O)NCc3ccco3)cc2)n1	0.56	-10.0	7.1	1	0.9	11.3	0.9	2.3	-0.6
Cc1ccc(CNC(=O)CCc2c(C)nc3ncnn3c2C)cc1	0.45	1.0	-4.0	1.1	1.1	-8.5	0.9	-6.9	-1.5

Other results:
smiles	PTK2B oligo ant	E coli WT exp	PostGolgi yeast	CYP2C19 act	CYP2C9 activ	CYP2C9 inh	PLAP act	CYP2C19 inhib	EphB4 antag
O=Nc1c2nc3ccccc3n(O)c-2c2ccccc12	-2.29	2.0	6.6	0.9	0.8	17.4	0.9	14.1	-4.5
CCNC(=S)NNC(=O)c1cc(-c2cccc(OCC)c2)nc2ccccc12	0.43	4.0	-5.6	0.6	0.2	84.1*	2.7*	37.6	-0.2
CC(=O)NC(CCS(C)(=O)=O)C(=O)Nc1cc(Cl)ccc1Cl (stereo not drawn)	x	7.0	-3.1	1.2	1.1	-6.3	1.1	-20.2	x
O=C(CCCCCN1C(=O)CCC1=O)Nc1ccc2c(c1)OCCO2	0.38	3.0	-0.2	0.9	0.7	26.1	1	9.8	-3.7

Screening results from PubChem.
